CAL PDZ FP-1 = CAL PDZ peptide-binding inhibitors, primary screen, biochemical, fluorescence polarization, Cer-tagged CAL PDZ, HTS; 330,000 tested, 0.02% active; purified CAL PDZ, TMR-peptide fluorescence polarization, 1 h; Golgi-associated PDZ and coiled-coil motif-containing protein (Homo sapiens), Q9HD26; inhibition, % at 20 µM; AID 504414, 2011;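 active = highest replicate inhibition of at least 40%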;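 also: plate controls were DMSO neutral control wells for no effect and unlabeled competitor peptide control wells for full effect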
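Test system: tagged CAL PDZ domain / Buffer or medium: sodium phosphate/NaCl buffer pH 7.4 with TCEP, IgG, Thesit / Reagent: TMR-labelled reporter peptide T*-PRC34 bound in PDZ groove / Compound dosing: single point, 20 µM / Schedule: 1 h incubation at room temperature before polarization reading / Technique: fluorescence polarization (mP) / Benchmarks: unlabelled peptide, DMSO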
Keap1 Nrf2 FP = Keap1-Nrf2 protein-protein interaction inhibitors, primary screen, biochemical, fluorescence polarization, single point; 340,000 tested, 0.15% active; AID 504523, 2011; Keap1 Kelch-Nrf2 peptide fluorescence polarization, 1536-well; inhibition, % at 9.4 µM; in the data active = inhibition above about 12%;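 also: human Keap1 Kelch domain with fluorescein labeled Nrf2 9mer peptide probe; 0% = neutral control wells and 100% = peptide positive control; higher means more block of Keap1 binding to Nrf2 peptide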
CAL PDZ FP-2 = untagged CAL PDZ binding inhibitors, primary screen, biochemical, fluorescence polarization, HTS. purified CAL PDZ, TMR-peptide fluorescence polarization, 1 h. AID 602252, 2012. Golgi-associated PDZ and coiled-coil motif-containing protein (Homo sapiens), Q9HD26. 300,000 tested, 0.92% active. inhibition, % at 24.9 µM;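 active = mean inhibition of at least 30% with at least half of replicates also reaching 30%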;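 also: 0% = DMSO neutral control and 100% = excess unlabeled competitor peptide PRC23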
Pemphigus Ab inh = inhibitors of pemphigus antibody binding to DSG3, primary screen, biochemical, bead-based, flow cytometry, scFv-GFP; Desmoglein-3 (Homo sapiens), P32926; DSG3-coupled beads, scFv-anti-DSG3-GFP binding; stronger effect = lower value; binding (percent of control), % at 10 µM; 310,000 tested, 0.48% active;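 active = binding more than 3 SD below its plate's average and above zero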;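 also: hits lower antibody fragment binding to DSG3; some compounds called inactive have numbers as strong as hits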
Arrestin-AP2 inh = inhibitors of beta-arrestin/AP2 binding, primary screen, biochemical, GPCR trafficking, flow cytometry; FITC-arrestin peptide / GST-AP2 beads; AP2 beta2 appendage carries R879A mutation; inhibition, % at 10 µM; 340,000 tested, 0.31% active;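 active = inhibition above a set limit, near 3 SD of compounds lacking own fluorescence, cut at about 54% in these data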;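 also: plate controls were DMSO wells for no effect and 5 µM unlabelled arrestin peptide for full effect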
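System: GST-AP2 R879A glutathione beads; medium: PBS, Tween 20 0.05%, BSA 0.1%; reagent: fluorescein-tagged arrestin peptide at 50 nM final; schedule: pre-incubation 12 min, peptide binding 1 h, room temperature; detection: flow cytometry, FL1 (488/535 nm); read-out: inhibition as reduced fluorescein signal on beads, percent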
RTF Ca sens inh = cardiac RTF calcium sensitivity inhibitors, primary screen, biochemical, IANBD-TnC fluorescence, EC70 calcium; Troponin I, cardiac muscle (Homo sapiens) + Troponin T, cardiac muscle (Homo sapiens) + …; IANBD-labeled cardiac RTF, Ca2+ fluorescence; inhibition, % at 7.15 µM; 340,000 tested, 0.12% active; AID 493244, 2011;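 active = inhibition above the mean inhibition of all tested compounds plus 3 SD, cut at about 17% in these data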;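 also: assay run at fixed EC70 calcium of 1.6 mM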
NSD2 HMT inh = NSD2 histone methyltransferase inhibitors, primary screen, biochemical, AlphaScreen, single concentration, set 2; NSD2 peptide methylation, 120 min; inhibition, % at 12.5 µM; 310,000 tested, 0.54% active; AID 743445, 2014; in the data active = inhibition above about 50%
Target sequence (O96028 whole entry, looked up): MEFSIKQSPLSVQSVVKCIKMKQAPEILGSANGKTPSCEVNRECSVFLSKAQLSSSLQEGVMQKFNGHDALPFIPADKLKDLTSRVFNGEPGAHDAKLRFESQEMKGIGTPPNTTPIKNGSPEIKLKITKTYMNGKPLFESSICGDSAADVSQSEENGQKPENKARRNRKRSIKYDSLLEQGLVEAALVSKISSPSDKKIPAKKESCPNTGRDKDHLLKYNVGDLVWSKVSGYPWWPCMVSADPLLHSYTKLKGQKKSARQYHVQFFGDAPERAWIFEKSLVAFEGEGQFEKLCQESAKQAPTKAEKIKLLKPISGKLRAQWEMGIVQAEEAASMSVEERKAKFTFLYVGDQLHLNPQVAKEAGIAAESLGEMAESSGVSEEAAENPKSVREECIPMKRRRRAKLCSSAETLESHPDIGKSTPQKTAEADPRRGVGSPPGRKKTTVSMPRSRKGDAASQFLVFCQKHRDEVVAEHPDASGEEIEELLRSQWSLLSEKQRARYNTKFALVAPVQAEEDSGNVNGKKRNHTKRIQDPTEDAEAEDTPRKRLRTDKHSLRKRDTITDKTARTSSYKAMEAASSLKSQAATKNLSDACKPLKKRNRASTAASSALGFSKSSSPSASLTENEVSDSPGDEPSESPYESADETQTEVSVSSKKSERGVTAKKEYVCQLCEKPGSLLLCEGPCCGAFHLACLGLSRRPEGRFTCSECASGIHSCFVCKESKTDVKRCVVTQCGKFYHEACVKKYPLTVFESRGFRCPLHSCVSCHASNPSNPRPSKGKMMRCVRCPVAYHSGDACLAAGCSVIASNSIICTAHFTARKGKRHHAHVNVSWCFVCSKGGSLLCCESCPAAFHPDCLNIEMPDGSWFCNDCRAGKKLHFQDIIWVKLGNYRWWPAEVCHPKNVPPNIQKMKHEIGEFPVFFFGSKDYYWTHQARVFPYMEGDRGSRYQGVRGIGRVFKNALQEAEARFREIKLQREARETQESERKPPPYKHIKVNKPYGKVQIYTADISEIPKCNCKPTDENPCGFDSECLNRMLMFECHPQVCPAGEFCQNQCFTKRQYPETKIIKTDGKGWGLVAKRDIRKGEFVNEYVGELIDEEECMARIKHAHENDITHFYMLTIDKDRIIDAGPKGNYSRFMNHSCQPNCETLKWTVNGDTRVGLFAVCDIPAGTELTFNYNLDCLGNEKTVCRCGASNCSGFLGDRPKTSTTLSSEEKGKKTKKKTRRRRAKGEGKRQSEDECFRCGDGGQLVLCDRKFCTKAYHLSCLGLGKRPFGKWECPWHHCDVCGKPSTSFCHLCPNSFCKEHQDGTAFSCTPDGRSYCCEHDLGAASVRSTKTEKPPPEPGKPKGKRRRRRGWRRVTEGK
C-LANA FP = inhibitors of KSHV C-LANA binding to DNA, primary screen, biochemical, fluorescence polarization, FAM-LBS DNA, MBP-C-LANA, single point; Kaposi's sarcoma herpesvirus LANA C-terminal domain (residues 932-1162) DNA binding; inhibition, % at 9 µM; 340,000 tested, 0.078% active; AID 504423, 2011;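 active = highest replicate inhibition at or above 60% at 9 µM, even if other replicates fall short; inactive = all replicates below 60% inhibition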;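 also: 0% = neutral control wells and 100% = 4 µM acridine orange control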
DAGLB inhibitor = DAGLB lipase inhibitors, primary screen, biochemical, fluorescence, HTS | Diacylglycerol lipase-beta (Homo sapiens), Q8NCG7 | HEK293T DAGLB membrane lysate, EnzChek fluorogenic substrate | inhibition, % at 5.17 µM | 340,000 tested, 0.059% active | AID 504411, 2011; in the data active = inhibition above about 34%;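 also: 0% = enzyme with vehicle and 100% = wells lacking enzyme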
V-ATPase pHluor = regulators of yeast V-ATPase proton pumping, primary screen, pHLuorin cytosolic pH fluorescence. S. cerevisiae. response, % at 10 µM. 350,000 tested, 0.37% active. AID 504577, 2011; in the data active = response mostly above about 7.3%, no sharp cut-off; inactive = mostly below about 5.4%; also: actives read high; inactives centre near 0; some compounds called inactive have numbers as strong as hits
An asterisk follows results filed as active; . = not tested or not shown; & = joins results of further samples.

SMILES	CAL PDZ FP-2	V-ATPase pHluor	Pemphigus Ab inh	C-LANA FP	CAL PDZ FP-1	NSD2 HMT inh	RTF Ca sens inh	Arrestin-AP2 inh	DAGLB inhibitor	Keap1 Nrf2 FP
COC(=O)Cn1cc(/C=C2\C(=O)NC(=O)N(c3ccccc3)C2=O)c2ccccc21	-3	0	131	13	-1.4	10	-10	0	4	-6
Brc1ccc(CN2CCNCC2)s1	0	-2	96	-1.1	-0.4	1	-13	1	-2	-2
Cc1cccc(OP(N)(N)=O)c1C	-5	-3	97	-5.5	-5.4	-1	-14	20	1	-1
COc1ccc(CCn2c(O)c(C=NCCCn3ccnc3)c(=O)[nH]c2=O)cc1OC	-3	0	113	-2.2	0.0	-2	-6	1	0	-5
COc1cc(CC2(CCc3ccncc3)C(=O)N(C)C(=O)N(C)C2=O)cc(OC)c1OC	4	1	104	0.6	0.2	-3	-2	4	1	-4
N#Cc1c(N2CCNCC2)nc(-c2ccco2)c2c1CCCC2	.	-2	115	0.0	-0.8	1	-7	-2	-4	-3
O=c1ccc2cc(O[C@@H]3O[C@@H](CO)[C@H](O)[C@@H](O)[C@@H]3O)c(O)cc2o1	-1	1	103	-0.5	-0.7	-2	-7	3	-3	-2
Cc1nc2ccc(Br)cc2c(=O)n1-c1ccc([N+](=O)[O-])c(C(F)(F)F)c1	-3	-8	104	1.0	0.1	-4	-1	42	-1	10
O=C1NC(=O)N(Cc2ccco2)C(=O)/C1=C/c1cccn1CCOc1ccccc1Cl	-2	5	92	0.0	1.0	10	-7	-5	25	-4
O=C(O)C1=CC2c3ccccc3C1c1ccccc12	.	-1	112	0.5	1.5	5	-7	2	4	-5
CC(C)CCOP(N)(=O)Oc1ccccc1Cl (stereo not drawn)	-1	3	102	-0.2	0.0	.	5	5	8	-4
Cn1c(O)c(Cc2ccc(OCc3ccccc3)cc2)c(=O)n(C)c1=O	0	8	68*	0.2	-3.0	2	-11	22	-1	-3
CN(CCc1ccccc1)Cc1ccccc1[N+](=O)[O-]	.	-2	101	0.5	.	6	-19	2	-8	-4
COc1cc(C(=O)Nc2ccc(Br)cc2C(=O)c2ccccc2)cc(OC)c1OC	-1	0	108	1.6	0.6	1	8	2	-2	-4
COC(=O)C1=Nc2ccccc2/C1=C\c1c(O)n(C)c(=O)n(C)c1=O	.	1	106	.	.	9	.	-16	.	.
Cc1cc(OCC(=O)N2C[C@H]3C[C@@H](C2)c2cccc(=O)n2C3)c2c(C)c(C)c(=O)oc2c1	-2	-3	101	-1.0	0.0	.	-2	20	0	0
Cn1c(O)c(C(=NCCN2CCCCC2)c2ccccc2Cl)c(=O)n(C)c1=O	1	-2	94	0.9	-1.5	3	-2	-19	-1	3
CC(=O)NC1=C(N2CC2C)C(=O)C(NC(C)=O)=C(N2CC2C)C1=O (stereo not drawn)	-10	-1	124	2.5	-0.1	115*	2	-1	0	2
O=C(Cc1ccccc1)N1CCN(C/C=C/c2ccccc2)CC1	0	0	105	-0.1	-0.3	-1	-4	2	1	-2
Cc1ccc(/C=C2\C(=O)NC(=S)N(c3ccc(F)cc3)C2=O)o1	-3	1	112	2.3	0.1	32	-6	7	0	-10
COc1ccc(-c2cc(-c3ccccc3)[n+](C)c(-c3ccccc3)c2)cc1	4	2	110	-2.1	-2.4	-7	-2	1	0	-1
Cc1noc(C)c1COc1ccc(C(=O)NCC2(N(C)C)CCCCC2)cc1	.	0	104	.	.	0	.	.	-1	.
COC(=O)C(O)(c1ccc(N(C)C(=O)c2cccs2)cc1)C(F)(F)F (stereo not drawn)	-5	0	102	-2.1	.	3	4	-2	0	-11
O=c1[nH]c(=O)n(C2CCCCC2)c(O)c1C=NCCCn1ccnc1	-2	-6	103	0.2	-0.4	-1	-18	16	-3	0
Clc1cccc(C2NCCc3[nH]cnc32)c1 (stereo not drawn)	-6	1	111	0.4	-0.5	-1	-9	6	0	0
COc1ccc(N/N=C/c2c(O)n(-c3ccc(C)c(C)c3)c(=O)[nH]c2=O)cc1	-1	3	62	0.3	0.1	2	-13	18	1	0
CN1CCN(Cc2ccc3ccccc3c2)CC1	2	-2	114	-8.6	-1.8	0	-1	41	2	2
O=c1[nH]c(=O)n(-c2ccc(Cl)cc2)c(O)c1C=NCCN1CCCCC1	-2	1	95	-3.6	-0.3	0	4	41	1	-7
Cc1ccc2cc(CNCCc3ccccc3C)c(=O)[nH]c2c1	-2	1	110	-3.4	-0.9	2	1	-1	5	-6
CCOP(=O)(OCC)C1(O)C(=O)Nc2ccccc21 (stereo not drawn)	-4	-6	104	-2.2	-0.6	-3	-6	30	-1	0
c1ccc(P(c2ccccn2)c2ccccn2)cc1	0	-2	105	-0.5	0.0	0	-1	-6	-1	-3
Cc1ccc(C)c(NC2=NCCCS2)c1	-5	4	99	1.7	-1.7	-1	-5	14	1	2
CC1([N+](=O)[O-])COP(=O)(Nc2ccccc2F)OC1 (stereo not drawn)	-4	0	92	3.4	-1.6	.	1	-6	0	0
COc1ccc2c(c1O)C13CCN(C)C(C2)C1CCC(=O)C3 (stereo not drawn)	.	2	105	.	.	-1	.	27	.	.
CCCCn1c(NS(=O)(=O)c2ccc(C)cc2)c(C(=O)OCC)c2nc3ccccc3nc21	-3	2	114	-0.7	-2.2	2	0	5	0	0
C/C(=N\NC(=O)c1ccccc1Cl)c1c(O)n(C2CCCCC2)c(=O)[nH]c1=O	-2	1	.	-1.0	-2.1	1	1	-9	10	-4
Cc1nccc2c1[nH]c1ccccc12	-7	3	93	-0.9	-0.7	-2	-3	0	-2	1
COc1ccc(C(=O)NC(=S)N2C[C@H]3C[C@H](C2)c2cccc(=O)n2C3)cc1OC	-1	3	101	0.6	-0.1	.	-14	8	-2	-1
C1CN(P2(N3CC3)=NP(N3CC3)(N3CC3)=NP(N3CC3)(N3CC3)=N2)CCO1 (stereo not drawn)	.	-22	100	.	.	-1	.	.	-1	.
COc1cc(C=C2C(=O)NC(=O)NC2=O)ccc1O	-2	0	132	6.1	-1.2	1	-9	-7	0	2
CCCn1c(C(=O)c2ccccc2OC)nc2ccccc21	-2	1	92	-0.2	-1.9	0	-4	30	-2	0
Cn1c(O)c(C=Nc2cccc(C(F)(F)F)c2)c(=O)n(C)c1=O	9	1	96	-0.3	-0.3	-1	-10	-8	0	6
CC(C)[N+](C)(CCC(C(N)=O)(c1ccccc1)c1ccccc1)C(C)C	-7	-1	110	3.9	-0.3	.	2	-2	1	6
CCOc1cc2c(cc1OCC)-n1cccc1C(c1ccc(F)c(OC)c1)NC2 (stereo not drawn)	-6	0	.	2.2	-1.0	2	-1	-11	-5	-3
CCCOC(=O)C1C2CCC(O2)C1C(=O)O (stereo not drawn)	4	3	126	-0.5	-1.5	-2	1	9	0	-3
Cc1ccc(Cn2nc(C(=O)Nc3ccc(Br)cc3)cc2C)cc1	-3	-3	102	-0.5	-1.6	.	-2	17	-9	0
O=c1c2ccccc2nc(CSc2ncnc3nc[nH]c23)n1-c1ccccc1	26	-1	.	0.4	-1.5	0	4	7	-5	-3
CN1/C(=C\C=Nc2ccccc2)C(C)(C)c2ccccc21	1	-2	115	2.3	-1.4	18	-23	-4	3	2
OC1CCCCC1N1CCC(c2ccccc2)CC1 (stereo not drawn)	-6	5	.	-0.1	-1.2	.	2	-1	4	1
Fc1ccc(Cn2nnnc2CN2CCC(n3nnc4cc(C(F)(F)F)ccc43)CC2)cc1	1	-2	103	-0.4	0.0	26	-13	-2	-1	-2
CN(C)/C=C1/C(=O)NC(=O)N(CCNc2ncc(C(F)(F)F)cc2Cl)C1=O	1	1	99	-1.2	.	14	-3	-2	7	-12
CCN1CCN(C(=O)COc2ccc(S(=O)(=O)N3CCOCC3)cc2C)CC1	-2	-3	115	-1.4	0.5	3	-6	-6	2	0
CCOC(=O)CC(NC(=O)C(Cc1ccc(N(CCCl)CCCl)cc1)NC(C)=O)C(=O)OCC (stereo not drawn)	-1	-3	82	1.8	-1.1	9	1	5	2	-2
COc1ccccc1OCC#CCN1CCCCCC1	2	0	102	-0.3	1.2	0	-10	-8	-2	-1
COc1ccc(-c2cc(=NCCCCCC(=O)O)c3cc(C)ccc3o2)cc1	0&2	1&-1	90&95	-5.0&-6.5	-1.9&-2.8	0&0	-10&-4	10&-17	0&0	-1&-4
NC(N)=N/N=C/c1ccc(N2CCOCC2)cc1	.	1	95	-2.7	-0.6	0	-4	-11	2	-4
COC(=O)C1=C(c2ccccc2)C[C@@H]2CC[C@H]1N2C(=O)N1CCC(C)CC1	-5	5	105	-1.8	-0.8	.	-1	-2	-5	-4
CCOC(=O)c1cn2nc(OP(=S)(OCC)OCC)cc2nc1C	-6	-1	103	0.3	-0.9	-4	-1	22	-3	-7
Cc1ccsc1/C=C1\C(=O)NC(=S)N(C)C1=O	.	11*	107	1.5	0.6	2	-7	11	4	-4
O=c1cccc2n1CC1CC2CN(S(=O)(=O)c2ccccc2)C1 (stereo not drawn)	-1	-2	97	2.0	-0.5	0	-2	1	-3	8
COC(=O)c1c(C)[nH]c(C(=O)C(C)[N+]23CCN(CC2)CC3)c1C (stereo not drawn)	-11	-2	.	-0.2	-1.9	-2	4	19	2	-3
c1ccc(P(c2ccccc2)c2ccccn2)cc1	-4	-4	111	1.1	-1.3	0	1	35	-3	-5
CCN(CC)CCCN=C(C)c1c(O)n(-c2ccccc2)c(=O)[nH]c1=O	3	3	109	-0.5	-0.4	15	0	7	-3	-5

Assay outcomes: PubChem, several laboratories

Only part of the results is shown; the hit share may differ from the screen's.
